From PubChem BioAssay
Wnt bcat act: activators of Wnt/beta-catenin signaling; Wnt/beta-catenin reporter cell assay, activator, plate reader; activation, % at 9.35 µM; actives 1.2% (n = 300,000); in the data active = activation above about 30%, passing the limit was not always enough;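 note: 0% = neutral control wells and 100% = positive control wells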
* marks the source's active call; other numbers are inactive results. This is a subset; rates above refer to the full screens.

SMILES	Wnt bcat act
CN(C)c1ccc(-c2csc(C(C)(O)c3ccc(F)c(F)c3)n2)cc1 (configuration not stated)	-3
COC(=O)c1cc2c(c3c4cc(OC)ccc4n(S(=O)(=O)c4ccc(F)cc4)c13)C(=O)N(C)C2	-5
COC(=O)c1ccc(C23CC4(C2)[C@H](CN(Cc2ccc(-c5ccccc5)cc2)[C@@H]4c2ccccc2)C3c2ccc(C(F)(F)F)cc2)cc1 (some centres not stated)	0
CCCCCCCCN1C(=O)[C@@H](CC(=O)NCc2ccc(OC)c(OC)c2)C[C@@]2(C(=O)OC)C1=C[C@H](C1CCCC1)O[C@@H]2C	-3
C[C@@H]1CN(C(=O)OC(C)(C)C)CCN1c1ccc(N2CC[C@H](O)C2)c(C#N)c1	-5
CC(=O)Nc1ccc(C(=O)N2CCCCC2c2cc(C(=O)Nc3ccccc3Cl)no2)cc1 (configuration not stated)	-3
O=S1(=O)CC(N2CC=CC2)CN1Cc1cn(Cc2ccc(Cl)cc2)nn1 (configuration not stated)	-1
CCc1nc2ccc(C(=O)Nc3cc(-c4ccccc4)ccc3OC)cn2c1N(C)Cc1ccc(OC)cc1	-19
COC(=O)c1ccc2cc(F)cc(C)c2n1	-1
CNc1nc(-c2cccc(C(=O)N(C)C)c2)cn2ccnc12	0
C[C@H](CO)N1C[C@H](C)[C@@H](CN(C)C(=O)Nc2cccc(Oc3ccccn3)c2)OCc2cn(nn2)CCCC1=O	0
COC(=O)C1(C(=O)OC)C[C@H](c2ccc(OC)cc2)N(Cc2ccccc2OC)[C@@H]1c1ccc(OC)cc1	-7
Cc1cc2nc(-c3ccccc3Br)n(/C=C(\c3ccccc3)n3c(=O)[nH]c4ccccc43)c2cc1C	-2
COc1ccc(N2C(=O)c3ccccc3NC(=O)C2C(=O)NCc2ccco2)cc1 (configuration not stated)	-3
Cc1ccccc1C(=O)N[C@H](C(=O)N1CCC[C@H]1C(=O)NCc1ccccc1)c1ccccc1	0
COc1cc(OC)c(C2C=CC(=O)CC2)c(OC)c1 (configuration not stated)	0
CCCCNC(=O)C1C(c2ccccc2)=Nc2ccccc2N1C(=O)c1ccc(C)cc1 (configuration not stated)	7
CCCCNC(=O)C1(C)CCN1C(=O)c1cc(OC)ccc1Br (configuration not stated)	1
COC(=O)N1C[C@H](OC)[C@H]2C[C@@H]1c1ccccc1O2	-8
COc1ccc(NC(=O)C2(C)Cc3c(-c4ccccc4)ccnc3O2)cn1 (configuration not stated)	-1
COc1ccc(C2CC(=O)C(c3ccccc3C)=CN2Cc2ccccc2)cc1 (configuration not stated)	-2
O=C(N[C@@H](Cc1cccnc1)C(=O)N1CCC[C@H]1C(=O)NCCc1ccccc1Cl)C1CCCC1	-3
Cc1ccc2nc(-c3ccc(NC(=O)CN(C)S(=O)(=O)c4ccccc4)cc3)sc2c1	1
COC(=O)C1=C(C)N(Cc2cccc(C(F)(F)F)c2)C(=NCc2cc(OC)c(OC)c(OC)c2)NC1c1ccccc1C(F)(F)F (configuration not stated)	-3
COC(=O)C1=CN(c2cccc(OCc3ccccc3)c2)C(N)=C(C#N)C1c1cccc(OC)c1OC (configuration not stated)	-4
OC[C@@H]1CN(Cc2ccc3c(c2)OCO3)C[C@H](n2cnc3c(N4CCOCC4)ncnc32)O1	-1
O=C(NC1CCCCC1)C(c1cccc2ccccc12)n1c(=O)c(-c2cc3ccccc3[nH]2)nc2ccccc21 (configuration not stated)	-3
Oc1cccc2cc(-c3ccncc3)cnc12	5
COC(=O)[C@]12C[C@H](CC(=O)N3CCCC3)C(=O)N(Cc3ccc4c(c3)OCO4)C1=C[C@H](COCc1ccccc1)O[C@@H]2C	-4
CCc1nc2ccc(C(=O)N(CC)CCN(C)C)cn2c1N(C)Cc1ccc(OC)cc1	0
O=C(Nc1nnc([C@H]2C[C@H](O)[C@@H](CO)O2)s1)Nc1cccc(Cl)c1Cl	-3
COC(=O)[C@@]1(Cc2ccc(F)cc2)[C@H]2c3cc(C(=O)N(C)C)n(Cc4ccccc4)c3C[C@H]2CN1C(=O)c1ccccc1	-4
COc1ccccc1CNC(=O)C1CCN(Cc2nc(-c3ccc(Cl)cc3)oc2C)CC1	5
Cc1nc2ccccc2n1C(C)c1nc2ccccc2n1CC(=O)c1ccc(OC(F)(F)F)cc1 (configuration not stated)	-3
CC1=C(C(=O)N(C(C)C)C(C)C)CC(CC(=O)NCc2ccco2)C(=O)N1Cc1ccccc1 (configuration not stated)	-1
CC(C)NC(=O)C1C(c2ccc(C(F)(F)F)cc2)=Nc2ccccc2N1C(=O)c1cccc(C(F)(F)F)c1 (configuration not stated)	5
O=C(NC1CCCCC1)C(c1ccnc2ccccc12)N1CCc2ccccc2C1 (configuration not stated)	3
CCOC(=O)C1(C)CCCN(C(=O)c2ccc(OC(F)F)cc2)C1 (configuration not stated)	0
Nc1nc2ncccn2c1-c1ccccc1	-1
OC(c1ccc(Cl)c(F)c1)c1ncc(-c2cccc(C(F)(F)F)c2)[nH]1 (configuration not stated)	-1
O=C(NCc1ccccc1)[C@@H]1CCCN1C(=O)[C@H]1CCCN1C(=O)c1cccc2ccccc12	-1
COc1cccc(N(C(=O)C2COc3ccccc3O2)C(C(=O)NC2CCCCC2)c2ccc(O)cc2)c1 (configuration not stated)	-2
COc1ccc(-c2nc3c4ccccc4ccn3c2Cc2ccc(C)cc2)cc1OC	-3
CCc1nc2ccc(C(=O)NCCOc3ccc(OC)cc3)cn2c1N(CCN(C)C)CC1CC1	0
N#Cc1ccc(OCc2c(-c3ccccc3)nnn2CC(=O)O)cc1	-4
COc1ccccc1-c1ccc([C@@H]2C[C@H]3[C@H](CON3C)CN2CC2CCCCC2)cc1	0
COc1ccc(C(C)(O)c2nc(-c3ccccc3OC)cs2)cc1 (configuration not stated)	0
CN(Cc1ccccc1)C(=O)c1ccc(Nc2nc(CN)cs2)nc1	0
CC(C(=O)NC1CCCC1)n1c(-c2ccncc2)nc2ccccc21 (configuration not stated)	2
COc1ccc2[nH]cc(CCNC(=O)/C=C/[C@H]3O[C@@H](n4cc(C)c(=O)[nH]c4=O)C[C@@H]3O)c2c1	-1
CN(C)CCN(C)c1cc2c(c3c1ccn3C)C1CCC2O1 (configuration not stated)	-3
CCCCNS(=O)(=O)c1cccc(NC(=O)[C@@H]2O[C@H](CO)[C@@H](O)[C@H]2O)c1	-2
CC1(C(=O)NS(=O)(=O)c2ccccc2OC(F)(F)F)CCN1C(=O)c1ccco1 (configuration not stated)	0
CC(C)(C)c1ccc(C(O)c2ncc(-c3cccc(F)c3)[nH]2)cc1 (configuration not stated)	-3
CC(C)c1ccc([C@@H]2O[C@H](C)CC3=C2C(=O)OC(C)(C)O3)cc1	1
Cn1[nH]c2c(c1=O)[C@H](c1ccc(F)cc1)O[C@H](CCc1ccccc1)C2	-5
OC(c1ccccc1)c1ncc(-c2cccc(C(F)(F)F)c2)[nH]1 (configuration not stated)	-1
COC(=O)N1CCCCC1c1cc(C(=O)N2CCOCC2)no1 (configuration not stated)	-1
CCCOc1ccc(F)cc1-c1cc(C(=O)NCc2ccccc2)[nH]n1	-5
COc1ccc(-c2ccc(C(=O)NCc3ccco3)c3occc23)c(C)c1	2
More structures
SMILES	Wnt bcat act
Cc1ccccc1-c1ccc(CN2C(C)C(=O)N(Cc3cn(Cc4ccco4)nn3)CCS2(=O)=O)cc1 (configuration not stated)	-5
O=S(=O)(c1ccc(F)cc1)N1CCCc2nc(-c3ccc(Br)cc3)ccc21	3
OC[C@@H]1CN(Cc2ccc(Cl)cc2)C[C@H](n2cnc3c(NCc4ccco4)ncnc32)O1	-2
Cc1cc(C)cc(-n2c3ccc(NC(=S)NC4CCCCC4)cc3c(=O)n2C)c1	0
O=C(NCCN1CCC(n2c(=O)[nH]c3ccccc32)CC1)c1ccc(C(F)(F)F)cc1C(F)(F)F	-4
Cc1ccc(Nc2nc(NCC3CC3)nc3ccsc23)c(C)c1	-2
ON=C(CCc1ccccc1)c1ccccc1	1
O=C(Nc1ccccc1)c1cc(C2CCCN(C(=O)c3ccccc3)C2)on1 (configuration not stated)	1
Cc1[nH]c2ccccc2c1/C=N/Nc1ccccn1	2
CC1(c2nnnn2-c2ccc3c(c2)OCCO3)CCC(=O)N1CC1CCCCC1 (configuration not stated)	-3
CC1(C(=O)Nc2ccc(F)cc2F)CCN1C(=O)Cc1ccccc1Cl (configuration not stated)	0
COC(=O)[C@@]1(Cc2ccc(OC)cc2)[C@H]2c3cc(C(=O)N4CCCC4)n(Cc4ccc(C)c(F)c4F)c3C[C@H]2CN1C(=O)c1ccccc1	-6
NC(=O)c1ncn([C@@H]2O[C@H](C(=O)N[C@H](Cc3c[nH]c4ccccc34)C(=O)N3CCN(CC(=O)N4CCCC4)CC3)[C@@H](O)[C@H]2O)n1	-2
COC(=O)c1ccc2c(c1)S(=O)(=O)NC2C (configuration not stated)	0
COc1ccc(Nc2nc(C)c(C(C)=O)s2)cc1	5
Cn1ccc2c(N3CCC3)cc3c(c21)C1CCC3O1 (configuration not stated)	3
CCc1nc2ccc(C(=O)NCCCn3ccnc3)cn2c1N(C)C(=O)COc1ccccc1	-2
COc1ccc(C(=O)N2CCC2(C)C(=O)O)cc1F (configuration not stated)	-1
Cc1ccc(Cn2c(C)c(C(=O)NCc3ccc4c(c3)OCO4)sc2=O)cc1	-4
O=C(C(=O)N1CCCN(Cc2ccc(F)cc2)CC1)c1ccccc1	2
CCOc1ccc(CCN2C(=O)C(=O)N([C@@H](CC(C)C)CN3CCC[C@H]3CN3C(=O)C(=O)NC[C@@H]3Cc3ccccc3)C[C@@H]2Cc2ccccc2)cc1	-1
COC(=O)C1=C(C)N(Cc2ccccc2C(F)(F)F)C(=NCC2CC2)NC1c1ccc(C(F)(F)F)cc1 (configuration not stated)	-11
COC(=O)[C@@]12C[C@@H](CC(=O)NCCCCc3ccccc3)C(=O)N(Cc3cccc4ccccc34)C1=CCC(C)(C)C2	-5
c1cn2c(-c3ccoc3)cncc2n1	-2
COC(=O)c1cc2c(c3c4ccccc4n(S(=O)(=O)c4ccccc4)c13)C(=O)N(Cc1ccc(C(F)(F)F)cc1)C2	-3
O=C(Nc1ccc(C(=O)N2CCCCC2)cc1)[C@H]1O[C@@H](n2ccc(=O)[nH]c2=O)[C@H](O)[C@@H]1O	-4
CCOC(=O)C1=C(C)N(CCCC(=O)O)C(=O)NC1c1ccccc1OC(=O)c1cccs1 (configuration not stated)	2
COc1cc(OC)nc(Nc2nc(C(N)Cc3ccc(F)cc3)cs2)n1 (configuration not stated)	-2
N#Cc1ccc(COC(=O)c2ccccn2)cc1	4
CCCCC[C@H]1CCCCC[C@@H](O)C[C@H](O)[C@H](O)/C=C/C(=O)O1	-5

Fetched by structure from the list above (two):
SMILES	Wnt bcat act
COC(=O)[C@@]12C[C@@H](CC(=O)NCCCCc3ccccc3)C(=O)N(Cc3cccc4ccccc34)C1=CCC(C)(C)C2	-5
COC(=O)C1=C(C)N(Cc2ccccc2C(F)(F)F)C(=NCC2CC2)NC1c1ccc(C(F)(F)F)cc1 (configuration not stated)	-11

(further entries)
SMILES	Wnt bcat act
CC(OC(=O)c1ccc(S(C)(=O)=O)c([N+](=O)[O-])c1)C(=O)NC1C2CC3CC(C2)CC1C3 (configuration not stated)	-2
Nc1[nH]c(C(=O)c2ccc(Br)cc2)c(-c2cccc3ccccc23)c1C(=O)NCCc1c[nH]c2ccccc12	-6
O=C(NCCc1ccccc1Cl)[C@@H]1CCCN1C(=O)[C@@H](NC(=O)N1CCOCC1)C1CCCCC1	-4
CCOC(=O)C1=C[C@@H](C(C)C)N(S(=O)(=O)c2ccc(C)cc2)[C@H]1c1ccc(C(F)(F)F)cc1	-3
CCc1ccc([C@H]2[C@@H]3C(=O)C[C@@H]4C(=O)NC(=O)[C@@H]4[C@@H]3CN2S(=O)(=O)c2ccc(C)cc2)cc1	-1
COCc1cc(N2CCN(C(=O)OC(C)(C)C)C[C@@H]2C)ccc1N1CCN(Cc2ccccc2)[C@@H](C)C1	-8
CN1OC[C@@H]2CN3C(=O)N(c4cccc5ccccc45)c4ccccc4[C@@H]3C[C@@H]21	-1
CCOC(=O)N1CCN(C(=O)C[C@@H]2C[C@@]3(C(=O)OCC)CCCC=C3N(Cc3ccc4c(c3)OCO4)C2=O)CC1	3
O=S(=O)(Nc1ccc(C(O)(C(F)(F)F)C(F)(F)F)cc1)c1cccc2cccnc12	-2
Cc1c(COc2ccc3ccccc3c2)nnn1CC(=O)NS(=O)(=O)c1ccccc1C(F)(F)F	-5
CC(C)NC(=O)c1cc(C2CCCCN2S(=O)(=O)c2ccc(C#N)cc2)on1 (configuration not stated)	-4
O=S1(=O)N[C@H](Cc2ccccc2)COc2cc(N3CCCCC3)ccc21	-2
COc1ccc(-c2nc3ccc(C)cn3c2Cc2ccccc2)cc1OC	-3

Compounds shown so far that have an NH in an aromatic ring (13):
SMILES	Wnt bcat act
Cc1cc2nc(-c3ccccc3Br)n(/C=C(\c3ccccc3)n3c(=O)[nH]c4ccccc43)c2cc1C	-2
O=C(NC1CCCCC1)C(c1cccc2ccccc12)n1c(=O)c(-c2cc3ccccc3[nH]2)nc2ccccc21 (configuration not stated)	-3
OC(c1ccc(Cl)c(F)c1)c1ncc(-c2cccc(C(F)(F)F)c2)[nH]1 (configuration not stated)	-1
COc1ccc2[nH]cc(CCNC(=O)/C=C/[C@H]3O[C@@H](n4cc(C)c(=O)[nH]c4=O)C[C@@H]3O)c2c1	-1
CC(C)(C)c1ccc(C(O)c2ncc(-c3cccc(F)c3)[nH]2)cc1 (configuration not stated)	-3
Cn1[nH]c2c(c1=O)[C@H](c1ccc(F)cc1)O[C@H](CCc1ccccc1)C2	-5
OC(c1ccccc1)c1ncc(-c2cccc(C(F)(F)F)c2)[nH]1 (configuration not stated)	-1
CCCOc1ccc(F)cc1-c1cc(C(=O)NCc2ccccc2)[nH]n1	-5
O=C(NCCN1CCC(n2c(=O)[nH]c3ccccc32)CC1)c1ccc(C(F)(F)F)cc1C(F)(F)F	-4
Cc1[nH]c2ccccc2c1/C=N/Nc1ccccn1	2
NC(=O)c1ncn([C@@H]2O[C@H](C(=O)N[C@H](Cc3c[nH]c4ccccc34)C(=O)N3CCN(CC(=O)N4CCCC4)CC3)[C@@H](O)[C@H]2O)n1	-2
O=C(Nc1ccc(C(=O)N2CCCCC2)cc1)[C@H]1O[C@@H](n2ccc(=O)[nH]c2=O)[C@H](O)[C@@H]1O	-4
Nc1[nH]c(C(=O)c2ccc(Br)cc2)c(-c2cccc3ccccc23)c1C(=O)NCCc1c[nH]c2ccccc12	-6
